Assay outcomes from PubChem.
APJ antagonist: antagonists of human APJ apelin receptor; 330,000 compounds, 0.32% hits; CHO-K1 APJ beta-arrestin complementation, luminescence; inhibition, % at 20 µM; AID 2521; P35414;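 active = inhibition above about 40% at 20 µM, limit read from the data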;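 also: cells challenged with 10 nM apelin-13 agonist together with compound; plate controls were apelin-13 plus DMSO wells for no effect and DMSO wells lacking apelin-13 for full effect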
Target sequence (P35414 whole entry, looked up): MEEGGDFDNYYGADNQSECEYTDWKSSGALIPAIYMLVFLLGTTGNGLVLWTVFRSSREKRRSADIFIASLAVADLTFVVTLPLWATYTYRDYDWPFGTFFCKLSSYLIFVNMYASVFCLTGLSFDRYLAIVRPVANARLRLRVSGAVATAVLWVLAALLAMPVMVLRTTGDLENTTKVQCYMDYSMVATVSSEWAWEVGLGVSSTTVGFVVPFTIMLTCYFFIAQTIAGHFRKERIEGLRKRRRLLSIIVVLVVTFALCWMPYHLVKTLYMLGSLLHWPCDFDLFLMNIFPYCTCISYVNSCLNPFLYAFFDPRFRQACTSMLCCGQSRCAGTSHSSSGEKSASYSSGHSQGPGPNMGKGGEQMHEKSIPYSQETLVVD
CHOP UPR activ: activators of apoptotic arm of unfolded protein response (CHOP); AID 449763; activation, % at 10 µM; 330,000 compounds, 0.34% hits; CHO-CHOP luciferase reporter, UPR activation, luminescence; percent of tunicamycin response over DMSO baseline;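 active = at 10 µM dose, activation of 40% or more, normalized to positive control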;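 also: 100% = tunicamycin at 10 µg/mL and 0% = DMSO alone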
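System: CHO CHOP reporter cells. Amount: 500 cells per well. Buffer or medium: F12 medium, 10% FBS. Compound dosing: one dose, 10 µM in 0.5% DMSO. Incubation: 6 h compound exposure at 37 °C after overnight seeding. Technique: Steady-Glo luciferase luminescence. Benchmarks: tunicamycin and DMSO controls.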
EBI2 block: antagonists of human EBI2 receptor; inhibition, % at 5 µM; EBI2 beta-arrestin recruitment, luminescence, 7a,25-OHC stimulated; 360,000 compounds, 0.81% hits; in the data active = inhibition above about 38%;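 also: enzyme fragment complementation signal reports receptor beta-arrestin coupling in cells; 0% = agonist plus DMSO wells and 100% = wells without agonist; some results beyond the cut were filed as inactive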
Target sequence (P32249 whole entry, looked up, the tested form may be a part): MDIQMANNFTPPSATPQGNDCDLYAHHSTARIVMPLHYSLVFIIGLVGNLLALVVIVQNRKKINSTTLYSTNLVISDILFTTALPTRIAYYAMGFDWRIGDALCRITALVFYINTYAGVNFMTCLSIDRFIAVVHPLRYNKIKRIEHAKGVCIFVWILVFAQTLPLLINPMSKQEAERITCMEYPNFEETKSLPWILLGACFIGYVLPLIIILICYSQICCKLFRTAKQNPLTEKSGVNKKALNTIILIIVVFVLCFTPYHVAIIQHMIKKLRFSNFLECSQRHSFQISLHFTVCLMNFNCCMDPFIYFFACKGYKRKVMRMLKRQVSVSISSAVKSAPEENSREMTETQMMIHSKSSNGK
APJ agonist: activates the human apelin receptor APJ; P35414; CHO-K1 APJ PathHunter beta-arrestin, luminescence; 0% DMSO wells, 100% apelin; activation, % at 20 µM; 330,000 compounds, 0.11% hits; AID 2520;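 active = activation more than six SD over the plate average, tested at 20 µM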;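 also: 0% = DMSO alone and 100% = apelin-13 at 10 nM; some results filed as inactive read as strong as hits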
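Assay system: engineered CHO-K1 APJ arrestin reporter cells; Amount: 1000 CHO-K1 reporter cells seeded per well; Dosing: one dose, 20 µM compound, 1% DMSO; Times: compound stimulation 90 min at 25 °C, detection 60 min; Measured by: luminescent beta-gal fragment complementation, chemiluminescent substrate; Read-out: APJ–arrestin association signal; Controls: DMSO vs Apelin-13 10 nM.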
tim23-1 inh: inhibits growth of tim23-1 mutant yeast; S. cerevisiae tim23-1 growth, BacTiter-Glo luminescence, 24 h; inhibition, % at 20 µM; 330,000 compounds, 1.3% hits; AID 463212;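 active = growth inhibition of the mutant yeast at or above 50%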;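 also: temperature-sensitive mutant grown at 25 °C; plate controls were DMSO-treated mutant yeast for no effect and medium wells lacking yeast for full effect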
CXCR6 inh: CXCR6 (human) receptor inhibition. CHO-K1 PathHunter CXCR6 beta-arrestin, luminescence. inhibition, % at 20 µM. 360,000 compounds, 0.36% hits. AID 602244; in the data active = inhibition above about 34%, passing the limit was not always enough;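 also: antagonist mode with CXCL16 agonist at 10 nM final; 0% = 10 nM CXCL16 with DMSO and 100% = unstimulated wells without agonist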
Target sequence (O00574 whole entry, looked up): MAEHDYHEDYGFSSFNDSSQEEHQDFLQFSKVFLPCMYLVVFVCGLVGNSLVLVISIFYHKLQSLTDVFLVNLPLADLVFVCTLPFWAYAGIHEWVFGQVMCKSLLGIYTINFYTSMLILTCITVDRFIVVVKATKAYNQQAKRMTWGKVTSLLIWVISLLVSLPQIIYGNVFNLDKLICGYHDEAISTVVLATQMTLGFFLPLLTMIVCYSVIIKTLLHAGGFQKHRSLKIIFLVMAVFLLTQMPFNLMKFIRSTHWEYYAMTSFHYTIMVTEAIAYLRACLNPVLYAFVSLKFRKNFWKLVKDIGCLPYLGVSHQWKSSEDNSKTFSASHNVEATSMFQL
CCR6 antag: CCR6 (human) receptor antagonism. CHO-K1 CCR6 PathHunter beta-arrestin, luminescence, CCL20-stimulated. 340,000 compounds, 0.49% hits. inhibition, % at 20 µM. P51684;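 active = compounds whose inhibition of the agonist-driven luminescence signal at 20 µM reaches about 50%, limit read from the data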;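 also: cells stimulated with CCL20 at 14 nM final; plate controls were DMSO with CCL20 for no effect and DMSO without agonist for full effect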
Mdm2 MdmX PPI: disrupts the human Mdm2-MdmX interaction | AID 485346 | SaOS-2 split-luciferase Mdm2/MdmX complementation, luminescence | O15151+Q00987 | inhibition, % at 8 µM | 330,000 compounds, 3% hits;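 active = inhibition of at least 50% at 8 µM in the primary screen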
XBP1 UPR activ: activators of adaptive arm of unfolded protein response (XBP1) | CHO-XBP1 luciferase reporter, IRE1-XBP1 UPR activation, luminescence; percent of tunicamycin response, DMSO as zero | activation, % at 20 µM | 330,000 compounds, 0.33% hits | AID 463104;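 active = versus positive control, 20 µM dose yields 30% or more activation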;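 also: 100% = tunicamycin at 10 µg/mL and 0% = DMSO only wells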
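Material: CHO cell line with stable XBP1 luciferase reporter; buffer or medium: F12 medium containing 10% fetal bovine serum; compound: single point, 20 µM final compound, 1% DMSO; incubation: 6 h treatment, 37 °C; measured by: glow luminescence from Steady-Glo reagent; evaluation: activation, % of tunicamycin; control set: tunicamycin high, DMSO low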
* marks the source's active call; other numbers are inactive results; / = not tested or not shown; & = joins results of further samples.

SMILES	APJ antagonist	CHOP UPR activ	EBI2 block	APJ agonist	tim23-1 inh	CXCR6 inh	CCR6 antag	Mdm2 MdmX PPI	XBP1 UPR activ
O=C(Nc1ccc(-c2n[nH]c(=S)o2)cc1)c1ccccc1	17	1.2	-25	-1	6	-16	13	2	1
COc1cc(C(=O)NCCN2CCOCC2)cc(OC)c1OC	10	-0.1	0	-2	0	4	3	16	-3
CCOCCCNc1nc(=S)[nH]c2cc(OC)c(OC)cc12	-3	-1.2	4	1	20	-2	-7	-3	-3
CC(NC(=O)CN1C(=O)NC2(CCCCCC2)C1=O)c1ccccc1 (stereo unspecified)	6	-1.5	2	-4	4	-1	-12	2	-3
Cn1c(SCC(=O)N/N=C/c2ccc([N+](=O)[O-])s2)nnc1-c1ccccc1	-40	10	6	3	43	-2	17	45	4
O=S(=O)(c1cccnc1)N1CCn2cccc2C1c1ccccc1F (stereo unspecified)	19	0.4	-1	-3	23	2	12	17	2
O=C(CSc1nnc(COc2ccccc2)o1)NCCc1ccccc1	-4	-1.4	10	3	11	4	10	19	-1
Nc1nnnn1/N=C/c1ccccc1	13	-0.7	-10	-2	5	-1	2	-3	-3
CC(=O)N1CCN(c2ccccc2NC(=O)COc2ccc(Br)cc2)CC1	-30	0.6	9	-3	32	-7	16	17	-2
CSc1ccc(CN2CCN(CCC(C)C)C(CCO)C2)cc1 (stereo unspecified)	-1	-1.4	-5	-3	5	-1	-1	22	-1
O=C(Nc1ccc2c(c1)OCCO2)N1CCOCC1	16	0.5	-7	-1	-3	-6	8	5	2
CCCn1c2c(c(O)c(C(=O)Nc3nccs3)c1=O)CCCC2	1	-3.1	2	-1	31	0	-3	10	2
CCC(C)(NC(=O)Cc1c[nH]c2ccccc12)C(=O)NC1CCCCC1 (stereo unspecified)	15	0.0	-17	1	8	-9	13	-18	0
CC(=O)Nc1c(C(=O)O)[nH]c2ccccc12	15	-1.9	-2	2	-5	-6	8	12	-3
O=C(O)CC(NC(=O)Cc1ccc(Cl)cc1)c1ccco1 (stereo unspecified)	-13	-0.8	/	1	13	/	0	-2	-3
Nc1nc(-c2ccc(Cl)cc2)nc(-c2ccc(Cl)cc2)n1	-3	0.1	-1	-3	10	-16	-15	57*	-3
CCCn1c(SCC(=O)NCCc2ccccc2)nnc1-c1cccnc1	-15	-0.6	12	5	9	5	-18	10	-2
CCOc1cc2[nH]c(=O)n(CCCN3CCCC3=O)c(=O)c2cc1OCC	1	-0.4	-6	2	17	2	2	-22	-1
CCCC(=O)NC(=S)Nc1ccccc1C(F)(F)F	13	0.8	2	-5	23	3	4	3	0
CC1=C(C(=O)Nc2ccccc2)C(c2coc3ccccc3c2=O)C2=C(CCCC2=O)N1 (stereo unspecified)	28	1.8	-9	-1	8	4	5	-3	-1
Cn1nccc1C(=O)Oc1ccc(/C=N/NC(=O)c2ccccc2O)cc1	8	0.7	-39	-2	-29	11	-3	0	2
ClC1(Cl)CC1CSc1nnc(-c2ccncc2)o1 (stereo unspecified)	7	2.8	-3	-2	5	-11	10	22	-2
CC(C)Oc1ccc(/C(O)=C2/C(=O)C(=O)N(CCN(C)C)C2c2cccs2)cc1 (stereo unspecified)	13	1.5	-7	-2	2	-1	8	-46	-1
O=C(N/C(=C\c1ccco1)C(=O)N1CCOCC1)c1ccco1	-4	0.9	3	-4	1	-5	6	-1	0
CCCCn1c(CCC(=O)O)nc2cc(S(=O)(=O)N(C)C)ccc21	11	1.3	1	-5	28	-12	-2	6	0

Next records:
SMILES	APJ antagonist	CHOP UPR activ	EBI2 block	APJ agonist	tim23-1 inh	CXCR6 inh	CCR6 antag	Mdm2 MdmX PPI	XBP1 UPR activ
O=C(Cc1ccc(S(=O)(=O)N2CCOCC2)s1)N1CCN(c2cccc(C(F)(F)F)c2)CC1	-10	1.0	-11	10	11	-8	20	-2	-4
Cc1cc(S(=O)(=O)NC2CCCC2)ccc1F	-8	-0.4	-6	-2	18	-1	0	17	-4
CC(C)(C)C1=C[C@@H](CO)C[C@@H](CO)C1	-29	-0.3	0	-1	-13	1	33	2	-3
O=C(C(Cc1ccccc1)n1cccc1)N1CCCCC1 (stereo unspecified)	6	1.3	-7	1	11	6	12	-15	-2
COC(=O)c1[nH]c(C)c(/C(O)=C2\C(=O)C(=O)N(CCN(C)C)C2c2ccco2)c1C (stereo unspecified)	-1	1.2	-20	-4	-5	6	-8	-10	-2
O=C(Nc1ccccc1)N1CCn2c1nc1ccccc12	-5	0.8	8	-3	28	1	-17	21	0
Cc1ccsc1C(=O)NC1CCCN(Cc2ccc(Cl)cc2)C1 (stereo unspecified)	7	0.8	2	0	13	3	19	-10	-8
Cc1cc2cc(CNC(=O)Nc3ccccc3)ccc2[nH]1	-32	8.1	4	-2	13	23	-1	2	5
COc1ccc2c(c1)-c1c(ssc1=S)C(C)(C)N2	25	-2.0	10	-9	53*	5	27	92*	5
Cc1ccccc1NC(=O)CSc1cn[nH]n1	0	1.8	-1	1	-1	-2	4	-3	1
Cc1ccccc1N(C(=O)Cn1nnc(-c2cccs2)n1)C(C(=O)NCCC(C)C)c1ccco1 (stereo unspecified)	10	-2.3	12	2	25	12	-8	23	2
C=CCn1cccc(C(=O)Nc2ccc(SC)cc2)c1=O	-24	2.6	6	-3	39	-4	12	-27	7
C/C(=N\NC(=O)C(=O)Nc1ccc(C)cc1)c1ccncc1	2	-0.2	6	-1	7	-6	3	5	-2
O=C(Nc1cccc(F)c1)C1CCCCC1	12	1.0	-17	-4	23	-10	6	-4	2
CC1CCCCN1Cc1nc2c(c(=O)n(C)c(=O)n2C)n1CCc1ccccc1 (stereo unspecified)	6	-1.0	9	-6	9	4	7	15	-2
Cc1ccc(Sc2ccc(CO)cc2[N+](=O)[O-])cc1	9	3.3	-3	-2	53*	10	15	12	1
CCOc1ccc(OCC)c(NC(=O)c2ccc(CNc3c(N4CCOCC4)c(=O)c3=O)cc2)c1	13	1.8	2	-1	2	-8	-16	10	-2
Cc1cc(C)n(-c2nc3ccccc3c(=O)n2OCC(N)=O)n1	8	-1.2	-2	-2	-13	-1	1	-4	-2
O=C(c1ccco1)N1CCN(S(=O)(=O)c2ccc(Cl)s2)CC1	-16	-1.1	0	-4	9	-8	-2	-13	-5
Cc1cc(C(=O)OCC(=O)Nc2cccc(S(=O)(=O)N(C)C)c2)c(C)o1	-14	2.0	-1	-5	7	-3	6	-13	-1
O=C(NCCS(=O)(=O)N1CCN(c2ccccc2F)CC1)c1ccc(Cl)cc1	-19	-0.8	3	-4	-12	-13	17	6	0
CN(NS(=O)(=O)c1ccc(Br)cc1)c1nc(C(F)(F)F)nc2ccccc12	10	-0.5	-3	-4	20	1	-12	7	1
CCN(CC)CCNC(=O)c1ccc(NC(=O)C2CC(=O)N(CCc3ccc(OC)c(OC)c3)C2)cc1 (stereo unspecified)	24	2.1	-16	-3	-22	-6	-7	17	-3
Cc1ccc(C(=O)N/C(=C/c2cccc([N+](=O)[O-])c2)C(=O)NCC2CCCO2)cc1 (stereo unspecified)	13	-0.3	-3	-3	7	1	-2	16	-3
Cc1ccccc1NC(=O)Nc1nnc(Cc2ccc([N+](=O)[O-])cc2)s1	-11	4.8	-4	2	-12	0	6	67*	73*

As a short view, 2 of the compounds above.
SMILES	APJ antagonist	CHOP UPR activ	EBI2 block	APJ agonist	tim23-1 inh	CXCR6 inh	CCR6 antag	Mdm2 MdmX PPI	XBP1 UPR activ
CC1CCCCN1Cc1nc2c(c(=O)n(C)c(=O)n2C)n1CCc1ccccc1 (stereo unspecified)	6	-1.0	9	-6	9	4	7	15	-2
Cc1ccc(Sc2ccc(CO)cc2[N+](=O)[O-])cc1	9	3.3	-3	-2	53*	10	15	12	1

Other records follow:
SMILES	APJ antagonist	CHOP UPR activ	EBI2 block	APJ agonist	tim23-1 inh	CXCR6 inh	CCR6 antag	Mdm2 MdmX PPI	XBP1 UPR activ
CC(C)CC(c1nnnn1Cc1ccc(F)cc1)N1CCC(C(N)=O)CC1 (stereo unspecified)	-26	8.2	-9	-4	13	-6	3	1	-1
CNCCCOc1ccc(C)cc1Br	2	2.8	-2	0	14	0	3	-16	2
CCC(C(=O)Nc1cccc(C(=O)O)c1C)c1ccccc1 (stereo unspecified)	13	-0.3	7	-2	7	3	12	5	-3
CC(C)Oc1ccc(C2c3c(oc4ccccc4c3=O)C(=O)N2CCCN2CCOCC2)cc1 (stereo unspecified)	0	0.9	-2	-2	13	7	8	-36	-3
CC1(C)C([N+](=O)[O-])C(c2ccccc2O)NC(c2ccccc2O)C1[N+](=O)[O-] (stereo unspecified)	2	-0.6	-5	-6	9	11	21	18	3
CCC(CC(C)(C)O)C(=O)NNC(=S)Nc1ccccc1 (stereo unspecified)	24	-3.3	-2	2	6	6	8	1	0
CCN1CCN(CC(O)COc2ccc(C)c(C)c2)CC1 (stereo unspecified)	6	-2.5	11&1	-4	0	1&-3	5&-8	0	-4
Cc1c(C(=O)OCC(=O)NCc2ccco2)cccc1[N+](=O)[O-]	3	2.4	-5	-2	-7	3	2	-12	-1
CC(C)C(=O)N(Cc1ccc2c(c1)OCO2)Cc1ccccn1	6	-0.1	-5	-1	18	5	-4	-31	-1
O=C(NNC(=S)Nc1ccccc1)c1ccccc1[N+](=O)[O-]	34	6.0	1	-4	11	15	24	-43	0
COc1ccc(-c2nonc2NC(=O)c2oc3ccc(F)cc3c2C)cc1OC	-2	0.8	3	1	-17	-8	23	40	-4
CC1=C(C(N)=O)S(=O)(=O)c2ccccc21	-1	2.6	1	-5	10	-12	9	-13	1
Cc1nc(C)c(Oc2cccc(C(F)(F)F)c2)c(=O)[nH]1	-7	1.3	-5	-3	12	-6	5	7	4
COc1ccc(NC(=O)C(C)Sc2ccccc2)cc1 (stereo unspecified)	6	3.0	2	-6	8	3	33	-1	3
O=C(Nc1ccc(S(=O)(=O)NCC2CCCO2)cc1)c1cnccn1 (stereo unspecified)	2	-0.1	-14	-3	7	2	-1	3	-4
Cc1ccccc1C(=O)Nc1ccccc1NC(=O)c1ccccc1Br	-7	0.6	-6	-3	43	-2	4	28	0
CCC(C)(C)NC(=O)C(c1ccc(C)cc1)N(CC1CCCO1)C(=O)c1csnn1 (stereo unspecified)	-1	0.6	6	0	11	-3	8	1	-4
CCCn1c(N)c(N(CCOC)C(=O)c2ccc(Cl)c([N+](=O)[O-])c2)c(=O)[nH]c1=O	11	1.0	-2	-1	13	2	1	-8	-6
Cc1ccc(C(=O)CCC(=O)OCC(=O)NNC(=O)c2ccccc2Cl)cc1	-6	0.4	-10	4	11	8	7	-5	-1
CCOc1ccc2c(c1)cc(CN(C(=O)CC)C1CCCCC1)c1nnnn12	-10	1.0	7	2	31	0	1	4	-2
COc1ccc(-c2cnnc(N/N=C/c3ccc(O)c(OC)c3)n2)cc1	-4	4.0	3	4	12	5	-8	26	3

Only part of the results is shown; the hit share may differ from the screen's.
